High-throughput results: PubChem, several laboratories
RPL19A TOR yeast: alters RPL19A-GFP fluorescence in TOR pathway yeast screen. S. cerevisiae RPL19A-GFP strain, flow cytometry, 3 h; stronger effect = lower value. percent response vs DMSO, % at 10 µM. actives 0.3% (n = 330,000);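 active = percent response vs DMSO below 50%; inconclusive = fewer than 70 events counted for the yeast strain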;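 also: median channel GFP fluorescence of the barcoded RPL19A-GFP strain; ratio of sample median GFP to plate DMSO average so 100% = DMSO; lower means less RPL19A-GFP as with rapamycin TOR inhibition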
AGP1-GFP MLPCN: alters AGP1-GFP fluorescence in TOR pathway yeast screen; S. cerevisiae AGP1-GFP multiplex flow cytometry, 3 h; GFP as percent of DMSO wells; GFP response vs DMSO, % at 10 µM; actives 0.02% (n = 320,000);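 active = GFP response relative to DMSO above a set limit, near screen average plus 3 SD, cut at about 150% in these data; inconclusive = fewer than 70 cells counted for the yeast strain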;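 also: median GFP channel fluorescence of the gated AGP1 strain per well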
CIT2 TOR yeast: yeast TOR pathway CIT2-GFP modulation | actives 0.065% (n = 320,000) | GFP response vs DMSO, % at 10 µM | S. cerevisiae CIT2-GFP strain, flow cytometry, 3 h; 100 means same as DMSO wells | AID 2029;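 active = GFP response relative to DMSO above a set limit, near the screen mean plus 3 SD, cut at about 150% in these data; inconclusive = Fewer than 70 cells measured for a yeast strain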;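 also: ratio of well median GFP fluorescence to mean of DMSO wells on the plate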
procasp3 activ: activates human procaspase-3; actives 0.11% (n = 330,000); P42574; recombinant procaspase-3 D3A, Ac-DEVD-pNA absorbance 405 nm; activation, % at 8.5 µM;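 active = activation above the mean of all tested compounds plus 3 SD, cut at about 21% in these data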;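 also: 0% = DMSO alone and 100% = DMSO wells spiked with extra 5 µM PC-3 D3A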
Target sequence (P42574 whole entry D9A/D28A/D175A): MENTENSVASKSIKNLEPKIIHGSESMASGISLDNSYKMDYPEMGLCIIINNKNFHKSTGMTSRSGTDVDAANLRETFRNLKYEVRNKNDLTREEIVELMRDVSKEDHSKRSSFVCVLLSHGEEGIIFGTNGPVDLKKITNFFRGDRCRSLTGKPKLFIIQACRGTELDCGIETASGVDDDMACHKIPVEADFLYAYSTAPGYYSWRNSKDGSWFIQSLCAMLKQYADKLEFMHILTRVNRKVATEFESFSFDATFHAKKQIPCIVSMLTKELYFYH
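material = Procaspase-3 D3A mutant | probe or stimulus = Ac-DEVD-pNA | compound = single dose, 8.5 µM nominal compound, 0.8% DMSO | timing = 1 h preincubation, 2 h reaction | measured by = 405 nm absorbance of p-nitroaniline, reads at 0 and 120 min | benchmarks = DMSO-only low control, 5 µM PC-3 D3A high control | repeats = singlicate, each compound tested once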
procasp7 counter: activates human procaspase-7, counter-screen for procaspase-3 activators; recombinant procaspase-7, Ac-DEVD-pNA absorbance 405 nm; D23A/D198A/D206A triple mutant, cannot self-cleave; scale: DMSO 0, 5 µM enzyme 100; activation, % at 8.5 µM; actives 0.093% (n = 330,000); AID 463210;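 active = percent activation above the screen-wide mean plus 3 SD, cut at about 25% in these data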
Target sequence (P55210 whole entry D23A/D198A/D206A): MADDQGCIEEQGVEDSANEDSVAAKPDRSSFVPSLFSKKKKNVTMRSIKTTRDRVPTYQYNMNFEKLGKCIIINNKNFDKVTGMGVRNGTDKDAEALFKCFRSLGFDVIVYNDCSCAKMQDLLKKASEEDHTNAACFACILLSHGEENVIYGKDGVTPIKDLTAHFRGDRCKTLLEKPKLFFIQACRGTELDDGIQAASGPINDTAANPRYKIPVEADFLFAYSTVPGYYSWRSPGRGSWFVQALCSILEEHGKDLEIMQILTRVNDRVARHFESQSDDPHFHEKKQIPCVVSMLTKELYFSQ
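Material: Procaspase-7 triple mutant (PC-7 D3A) | Quantity: 2 µM procaspase-7 mutant as dispensed | Reagent: DEVD-pNA substrate | Times: 1 h preincubation, 2 h reaction | Technique: 405 nm absorbance of p-nitroaniline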
LAP4-GFP MLPCN: modulators of TOR pathway LAP4-GFP in S. cerevisiae | S. cerevisiae LAP4-GFP multiplex, flow cytometry GFP, 3 h; median GFP as percent of DMSO wells | GFP response vs DMSO, % at 10 µM | actives 0.34% (n = 320,000) | AID 2023;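 active = GFP response vs DMSO above a set limit, about the screen mean plus 3 SD, cut at about 150% in these data; inconclusive = under 70 cell events counted for the yeast strain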
MEP2 TOR yeast: alters MEP2-GFP fluorescence in TOR pathway yeast screen | S. cerevisiae MEP2-GFP strain, flow cytometry GFP, 3 h; 100% = DMSO control level | GFP response vs DMSO, % at 10 µM | actives 0.51% (n = 330,000) | AID 2016;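 active = GFP response versus DMSO above a set limit, roughly screen mean plus 3 SD, cut at about 180% in these data; inconclusive = fewer than 70 cells counted for a yeast strain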;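 also: median GFP fluorescence of the barcode-gated MEP2-GFP cells per well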
AHR act: activates the human aryl hydrocarbon receptor | actives 2.5% (n = 320,000) | P35869 | activation, % at 5 µM | AHR-responsive luciferase reporter cells, luminescence; in the data active = activation above about 47%;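 also: 0% = vehicle wells and 100% = reference agonist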
Starred values were filed as active, the others as inactive; u = inconclusive; x = no result given; [ ] = dose if it differs, or a comment. Not a hit list, and some 3.5% of all compounds hit somewhere here.

Compound	RPL19A TOR yeast	AGP1-GFP MLPCN	CIT2 TOR yeast	procasp3 activ	procasp7 counter	LAP4-GFP MLPCN	MEP2 TOR yeast	AHR act
CN(C)CCNC(=O)c1ccc(CS(=O)(=O)c2c(Cl)cccc2Cl)o1	97	103	100	5	4	105	98	1
CC1=NNC(=O)C1CCC(=O)N/N=C\c1ccccc1[N+](=O)[O-] (stereo not drawn)	95	104	96	2	5	108	98	10
CS(=O)(=O)c1nncn1-c1ccccc1	103	98	92	5	12	103	100	2
COCCNC(=O)c1cnn2c(C(F)F)cc(-c3ccccc3)nc12	108	106	107	7	8	100	106	23
COc1cccc(C(=S)N2CCCC2)c1OC	96	100	98	-11	-20	97	100	4
COc1ccc(CN2CCN(C(=O)C3CCN(C(=O)Nc4ccccc4)CC3)CC2)cc1OC	91	83	90	4	-1	89	90	0
Nc1cc(N)nc(SCCOc2ccccc2F)n1	102	101	99	-1	1	98	103	7
O=c1c(Cc2ccccc2)c(O)c2cccc3c4c(n1c23)CCCC4	100	109	103	1	0	109	103	4
CNC(=O)C(C)NS(=O)(=O)c1ccc(F)cc1 (stereo not drawn)	101	107	101	0	0	109	106	-3
Cc1cccc(NC(=O)c2ccc3nccnc3c2)c1C	104	102	98	-4	3	105	110	-4
CN(CC(=O)Nc1ccccc1Br)C(=O)c1cccnc1Nc1cccc(C(F)(F)F)c1	103[may fluoresce green]	97[may fluoresce green]	95[may fluoresce green]	2	3	100[may fluoresce green]	100[may fluoresce green]	26
O=C(c1cc2c(s1)CCCC2)N1CCN(Cc2ccc3c(c2)OCO3)CC1	90	89	92	1	-3	88	89	0
O=C(O)c1ccccc1N1C(=O)C2C3c4ccccc4C(Br)(c4ccccc43)C2C1=O (stereo not drawn)	104	104	90	4	16	118	103	0
Cc1c(Br)c([N+](=O)[O-])nn1CC(=O)NCc1ccccn1	101	103	97	-3	5	107	106	2
COc1ccc(S(=O)(=O)N2CCSC2c2ccc(N)cc2)cc1 (stereo not drawn)	99	104	106	4	5	99	107	-1
O=C(Nc1ccc(F)cc1F)N1CCN(CCc2ccccc2)CC1	89	93	85	5	3	98	96	-2
CSc1nc(N)c(C#N)c(-c2ccccc2Cl)c1C#N	94	99	105	3	7	100	106	-2
FCCCOc1ccc(CN2CCN(c3ccccc3F)CC2)cc1	91	89	95	0	9	86	87	0
O=C(O)c1cccc(S(=O)(=O)N2CCOCC2)c1	103	109	106	6	-3	100	104	1
C=CC[C@@H](CC(=O)N(CCO)Cc1ccccc1)C(=O)N[C@@H](COC(=O)[C@@H](CC=C)CC(=O)OC(C)(C)C)Cc1c[nH]c2ccccc12	93	90	89	-2	-4	87	101	1
O=C(Nc1ccccc1)c1ccc2nc(-c3ccco3)c(-c3ccco3)nc2c1	99	94	104	-11	20	109	101	-4
CSCCC(NC(=O)c1ccccc1)C(=O)N1CCN(C(c2ccccc2)c2ccccc2)CC1 (stereo not drawn)	99	100	100	12	9	92	98	-3
CSc1ncccc1C(=O)NC1CCCc2c1cnn2-c1ccc(C)c(C)c1 (stereo not drawn)	96	94	x	-3	6	73	87	2
CC(C)(C)n1nnnc1C(c1ccc(F)cc1)N1CCN(Cc2ccc3c(c2)OCO3)CC1 (stereo not drawn)	100	98	89	-4	2	x	95	0
O=C(c1cnc2sccn2c1=O)N1CCc2ccccc2C1	103	112	111	7	1	93	110	11
Cc1ccc(C(=O)NCc2ccco2)cc1S(=O)(=O)N1CCCCC1	97	92	96	6	-3	104	102	3
C(=N\Nc1nc2ccccc2s1)/c1ccccn1	94	96	91	-7	6	143	103	27
NC(Cc1ccccc1)C(=O)N1CCCCC1 (stereo not drawn)	103	105	104	-4	1	111	101	4
O=C(NCCS(=O)(=O)c1ccc(Br)cc1)c1ccccc1Cl	102	100	113	3	14	102	107	-1
FC(F)(F)c1nnc2sc(-c3ccco3)nn12	98	97	85	1	13	85	97	0
COc1ccc(-c2cc(C(=O)NCCCn3ccnc3)no2)cc1OC	91	94	92	-4	5	88	96	8
CC(NC(=O)c1ccco1)C(c1cccs1)N1CCOCC1 (stereo not drawn)	99	105	96	3	-3	111	100	-1
Cc1cc(-c2nnc(SCC(=O)Nc3ccccc3)n2C)no1	93	97	105	-1	-1	105	86	2
COc1ccc(-n2c(=O)c(CCC(=O)N(C)Cc3ccccc3C)nc3ccccc32)cc1	97	105	97	5	6	102	99	-1
O=C(O)CC1NC(=O)N(c2ccc(Cl)cc2)C1=O (stereo not drawn)	98	86	83	-7	8	87	91	4
Cc1cc(C)cc(-n2c(O)c(C=NC3CCS(=O)(=O)C3)c3ccccc3c2=O)c1 (stereo not drawn)	99	96	98	-6	-2	104	98	-5
Cc1onc(-c2ccccc2Cl)c1C(=O)Nc1ccc(OCC(=O)N2CCOCC2)cc1	101	103	98	-3	1	100	103	-3
Cn1c(=NC(=O)CN2C(=O)C3CC=CCC3C2=O)sc2ccccc21 (stereo not drawn)	97	97	82	1	1	87	100	14
CCOC(=O)c1ccccc1-c1csc(N)n1	98	99	92	-10	3	100	101	2
Cc1ccc(-n2c(CNc3ccc(F)cc3)nnc2SCC(=O)NCc2ccco2)cc1	100	105	99	-1	-8	106	98	0
COc1cccc(CN2CCN(Cc3ccc4c(NC(C)=O)cccc4n3)CC2CCO)c1 (stereo not drawn)	86	78	86	7	3	75	u	1
CS(=O)(=O)N1CCCC(C(=O)N2CCc3ccccc3C2)C1 (stereo not drawn)	93	89	98	-1	0	93	99	5
COc1ccc(-c2cc(C(=O)OCC(=O)N(C)C3CCS(=O)(=O)C3)c3ccccc3n2)cc1OC (stereo not drawn)	99	99	90	1	6	107	97	13
Cc1ccc(C)c(NC(=O)C(c2ccccc2)N2CCOCC2)c1 (stereo not drawn)	100	98	100	10	6	79	98	2
COc1ccccc1CCc1nnc(CCC(=O)NCC[C@@H]2C[C@@H]3C=C[C@H]2C3)o1	99	104	95	1	6	95	98	3
CN(C)c1ccc(-c2noc(C3CCN(S(=O)(=O)c4cccc(Cl)c4)CC3)n2)cc1	94	101	96	0	-10	98	92	0
CCOC(=O)c1c(NCc2ccccc2)n[nH]c1C	95	100	105	11	-4	104	124	48*
Cc1nnc(SCC(=O)NC(C)(C)C)n1C1CCCCC1	105	109	106	3	2	108	109	0
N#Cc1ccc(CN2CCN(C(=O)CC(NC(=O)c3ccccc3)c3ccccc3)CC2)cc1 (stereo not drawn)	103	101	106	15	2	92	105	4
COCC(C)N1CCC(n2nccc2NC(=O)c2ccccc2Cl)CC1 (stereo not drawn)	94	95	96	2	-1	91	96	3

Later entries:
Compound	RPL19A TOR yeast	AGP1-GFP MLPCN	CIT2 TOR yeast	procasp3 activ	procasp7 counter	LAP4-GFP MLPCN	MEP2 TOR yeast	AHR act
O=c1cc(CO)oc(CN2CCN(CCO)CC2)c1O	99	103	96	0	6	100	105	-1
Cc1cccc(CCNC(=O)C2CCN(S(=O)(=O)c3ccccc3)CC2)c1	97	106	102	7	-7	107	97	1
N#CCC(=O)NNc1c([N+](=O)[O-])cc(C(F)(F)F)cc1[N+](=O)[O-]	100	109	102	-4	4	114	101	4
CC(C)(C)NC(=O)C(c1ccc(O)cc1)N(Cc1ccco1)C(=O)Cn1nnc(-c2cccs2)n1 (stereo not drawn)	108	114	108	-3	-3	105	109	1
CNc1ccc(OC(F)F)cc1C(=O)c1ccccc1	104	100	x	-11	-4	102	107	0
COc1ccccc1NC(=O)C1CCN(S(=O)(=O)c2ccc3c(c2)NC(=O)CO3)CC1	99	99	104	4	5	101	108	-2
COc1ccc(-c2cc(C(=O)N3CCN(C(=O)c4ccccc4F)CC3)[nH]n2)cc1	100	101	107	-1	0	97	110	2
Cc1ccc(NC(=O)CN(C)CC(=O)Nc2ccc(F)c(Cl)c2)cc1	103	109	107	3	-1	100	107	5
Cc1nn(CC(=O)Nc2ccc(C(=O)N3CCCC3)cc2)c(=O)c2ccccc12	102	104	111	6	-4	101	105	86*
Cc1onc(-c2ccccc2Cl)c1C(=O)Nc1ncn[nH]1	100	100	98	3	4	100	108	-4
CCOC(=O)c1c(C)[nH]c(C(=O)OCc2ccc(F)cc2)c1C	113	96	92	x	x	87	100	x
O=[N+]([O-])c1ccc(O)c(/C=N/n2c(-c3ccccc3)n[nH]c2=S)c1	101	87	90	2	-2	100	109	2
Cc1ccc(-c2nnc3cccc(Cl)n23)cc1	100	103	103	2	11	114	101	0
O=C(Nc1ccc([N+](=O)[O-])cc1)c1cc(Cl)sc1Cl	101	98	91	6	4	105	96	-6
O=S(=O)(Nc1c(O)ccc2ccccc12)c1ccc(F)cc1	98	114	104	-9	-14	119	108	55*
COc1cc(-c2noc(CCC(=O)NC3CCCC3)n2)cc(OC)c1OC	101	103	106	-13	6	100	103	-4
COc1ccc(NS(=O)(=O)c2ccc3c(c2)OCCO3)cc1OC	107	100	106	7	-2	104	114	1
COc1ccc(N(CC(=O)Nc2ccc(OC)c(Cl)c2)S(=O)(=O)c2c(C)noc2C)cc1	96	95	89	1	10	95	97	3
Cc1nc2ccccn2c1C(=O)NCCCN1CCOCC1	90	94	89	2	11	86	94	0
Cc1ccc(CN2[C@@H](c3ccccc3)COCCS2(=O)=O)cc1	99	89	93	-10	-3	146	95	2
Cc1ccc(S(=O)(=O)NCc2ccccc2)cc1C(=O)N(C)Cc1ccccc1F	90	84	89	8	-11	85	87	-1
Cc1ccsc1/C=N/N1CCN(Cc2ccccc2)CC1	98	102	105	8	4	101	105	-3
CCOc1ccccc1N(C(=O)c1snc(C(N)=O)c1N)C(C(=O)NCC1CCCO1)c1ccc2ncccc2c1 (stereo not drawn)	101	98	97	-6	2	89	99	0
Cc1ccc(S(=O)(=O)Oc2ccc3ccc(O)cc3c2)cc1	104	101	104	-1	5	98	116	1
CCCCN(C(=O)c1ccco1)c1c(N)n(CCC)c(=O)[nH]c1=O	100	102	100	4	-3	103	101	-1
O=C(CSCc1ccc([N+](=O)[O-])cc1)N/N=C/c1cccnc1	101	101	101	1	-2	107	102	3
O=C(NC(=S)N1CCN(CCO)CC1)C12CC3CC(CC(C3)C1)C2	99	114	120	7	15	100	101	-2
CN(C)S(=O)(=O)c1ccc2nnn(O)c2c1	94	103	96	1	9	98	97	0
C=CC[n+]1c(/C=C2\C=Cc3cc(C)ccc3N2CC)ccc2ccccc21	115	96	100	-3	-2	109	103	-8
COc1ccccc1N1CCN(C2CCCN(C(=O)CCc3cnccn3)C2)CC1 (stereo not drawn)	95	97	100	7	1	91	94	3
